High-throughput results (PubChem)
KOR beta-arrestin-1 – KOR agonists, beta-arrestin recruitment, primary screen, cell-based, luminescence, uHTS (AID 1777). activation, % at 10 µM; hits with a dose series show EC50 in µM. KOR beta-arrestin recruitment, luminescence; higher % means a stronger effect. 280,000 compounds, 0.02% hits; in the data active = activation above about 50%, passing the limit was not always enough; also: a part of the inactive calls stands beside numbers as strong as those of hits
NTR1 ag – agonists of NTR1, primary screen, imaging, U2OS cells, beta-arrestin-GFP, high content (AID 493036) | P30989 | NTR1-U2OS beta-arrestin-GFP spot imaging, agonist mode | activation, % at 20 µM | 330,000 compounds, 0.17% hits;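 active = activation at or above 40% of the spot to cytoplasm intensity ratio, with at least 20 cells analyzed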;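 also: 0% = DMSO without peptide and 100% = 100 nM NTR1 peptide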
Target sequence (P30989 whole entry, looked up): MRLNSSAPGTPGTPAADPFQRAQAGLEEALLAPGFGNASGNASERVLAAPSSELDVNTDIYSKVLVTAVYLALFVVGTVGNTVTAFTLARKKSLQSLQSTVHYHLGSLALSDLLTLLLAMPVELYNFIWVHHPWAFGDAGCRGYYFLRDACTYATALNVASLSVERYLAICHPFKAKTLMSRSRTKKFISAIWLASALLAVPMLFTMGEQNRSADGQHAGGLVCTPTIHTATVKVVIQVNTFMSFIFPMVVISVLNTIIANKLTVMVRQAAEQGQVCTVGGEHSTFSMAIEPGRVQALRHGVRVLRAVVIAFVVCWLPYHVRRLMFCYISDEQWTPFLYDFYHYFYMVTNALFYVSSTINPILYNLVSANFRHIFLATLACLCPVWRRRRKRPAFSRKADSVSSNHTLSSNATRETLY
NOD2 inhibition – NOD2 signaling inhibitors, cell-based, luminescence, uHTS, HEK293 (AID 1566); inhibition, % at 4 µM, or EC50 in µM where a hit was titrated; 290,000 compounds, 0.63% hits; HEK293 NOD2/NF-kB luciferase reporter, luminescence; higher % means a stronger effect; also: many of its hits are not listed in these tables
NOD1 NF-kB reporter – NOD1 signaling inhibitors, primary screen, cell-based, luminescence, uHTS (AID 1578); NOD1-driven NF-kB luciferase reporter cells, luminescence; higher % means a stronger effect; one-dose inhibition, % at 4 µM; EC50 in µM for titrated hits; 290,000 compounds, 1% hits; in the data active = inhibition mostly above about 36%, no sharp cut-off; inactive = mostly below about 34%;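 also: HEK-293T reporter cells stimulated with the NOD1 agonist gamma-tri-DAP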
KOR beta-arrestin-2 – KOR antagonists, beta-arrestin recruitment, cell-based, luminescence, uHTS (AID 1778) | 290,000 compounds, 0.091% hits | one-dose inhibition, % at 10 µM; IC50 in µM for titrated hits | KOR beta-arrestin recruitment, luminescence, antagonist mode; higher % means a stronger effect; also: strong numbers were not always called active
TNAP activation fold – stimulation of alkaline phosphatase TNAP activity – biochemical, luminescent, no phosphate acceptor, uHTS, primary screen (AID 1001); one-dose activation fold at 20 µM; EC50 in µM for titrated hits; purified TNAP, luminescent activation assay, no phosphate acceptor; higher activation fold means a stronger effect; 200,000 compounds, 0.03% hits; in the data active = activation fold from about 3, or a potency from the dose series; inactive = the rest, 99 in 100 with activation fold below about 1.6; also: many of its hits are not listed in these tables
Yfh1-off respiration – mitochondrial function rescue without frataxin homolog – Friedreich's ataxia, plus single-dose screen, dose response (AID 1465); fold induction at 50 µM, or EC50 in µM where a hit was titrated; S. cerevisiae Yfh1-off respiration, WST-1 reduction, 72 h; higher fold induction means a stronger effect; 220,000 compounds, 0.074% hits;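 active = fold induction of absorbance versus untreated yeast above a set limit, then at least 30% activation at any dose in follow-up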;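 also: activators that raise dye reduction in frataxin-depleted yeast; strong numbers were not always called active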
GPR55 beta-arrestin – GPR55 agonists via beta-arrestin recruitment, primary screen, imaging, U2OS cells, beta-arrestin-GFP redistribution (AID 1961) | activation, % at 10 µM; hits with a dose series show EC50 in µM | U2OS GPR55 beta-arrestin-GFP redistribution imaging; higher % means a stronger effect | 290,000 compounds, 0.048% hits;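 active = activation above 40% with more than 50 cells counted in the well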;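 also: U2OS osteosarcoma cells stably expressing GPR55 and beta-arrestin-GFP; plate controls were DMSO negative control for no effect and LPI positive control for full effect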
ER stress rescue – rescue of cells from ER stress-induced death, primary screen, 384-well, CSM14.1, thapsigargin, ATP luminescence (AID 1222); CSM14.1 thapsigargin-induced death rescue, ATP luminescence; higher % means a stronger effect; cellular ATP content (survival), % at 20 µM, or EC50 in µM where a hit was titrated; 190,000 tested, under 10 active;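 active = EC50 below 50 µM in the dose-response confirmation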;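 also: death triggered by thapsigargin at about 15 µM added after 2 h compound pretreatment; cell ATP read after overnight thapsigargin exposure of roughly 18 to 22 hours; normalized against plate controls of thapsigargin alone and 5% DMSO vehicle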
NTR1 ag cell count 20 µM – recorded beside NTR1 ag, whose call it bears; cell count; measured here: cell count, cytotoxicity flag
The depositor's hits bear a star; i = inactive; x = no result given; [ ] = another dose, or the depositor's remark. Rule as the data show it, unless noted: active = inhibition above about 50%; inactive = the rest. The list is partial; the hit share may differ from the screen's.

SMILES	KOR beta-arrestin-1	NTR1 ag	NTR1 ag cell count 20 µM	NOD2 inhibition	NOD1 NF-kB reporter	KOR beta-arrestin-2	TNAP activation fold	Yfh1-off respiration	GPR55 beta-arrestin	ER stress rescue
COCCn1c(=NC(=O)CSCC(=O)N2CCOCC2)sc2cc(C)ccc21	-1.6%	0.5	60	-11.1%	-18.2%	11.8%	x	x	0.0%	x
CC(C(=O)c1ccc(-c2ccccc2)cc1)[n+]1cccc(Br)c1 (stereo not drawn)	1.6%	-1.1	95	-1.0%	-6.9%	16.3%	x	x	-0.2%	x
O=C(N/N=C/c1ccccc1O)C1SCCCS1	-0.8%	-0.7	49	-63.6%	-21.5%	6.1%	2	i	-0.2%	-0.3%
CCNc1c(N)c(=O)oc2ccccc12	2.9%	-0.5	56	-5.3%	-13.9%	-1.5%	1.1	i	0.3%	0.7%
COc1cc([C@@H]2c3cc4c(cc3[C@@H](O)[C@H]3COC(=O)[C@H]23)OCO4)cc(OC)c1O[Si](C)(C)C(C)(C)C	1.5%	33.2	102	-16.3%	-8.5%	-4.4%	x	i	-0.1%	x
NNC(=O)c1[nH]c2ccc(Br)cc2c1-c1ccccc1	x	4.1	51	10.9%	-4.1%	2.1%	x	i	-0.1%	x
CCOc1ccc(NC(=O)C2CCC(CNc3c(N4CCCCC4)c(=O)c3=O)CC2)cc1 (stereo not drawn)	0.7%	5.8	42	10.1%	-3.3%	-23.0%	x	i	-0.1%	x
C1=CC(c2cc3ccccc3o2)OC(CCc2ccccc2)C1 (stereo not drawn)	-0.4%	3.2	93	7.8%	-1.1%	-13.7%[20 µM]	x	x	-0.1%	x
CCOC(=O)C1CCCN(C(=O)c2ccc(OC(C)=O)cc2)C1 (stereo not drawn)	7.6%	0.6	87	8.2%	14.0%	20.3%	1.1	i	0.2%	2.3%
Cc1cc(C)nc(N2CCC(C(=O)NCCc3ccccc3)CC2)n1	-1.9%	-5.6	82	15.9%	-9.1%	14.8%	1.1	i	0.2%	-2.0%
CCOc1ccc(N(CC(=O)NCCOc2ccc(C)cc2)S(=O)(=O)c2ccccc2)cc1	-0.1%	4.1	82	-2.5%	-0.6%	3.9%	x	x	0.3%	x
CCOc1ccc(N2CC(C(=O)Nc3ccccc3OC)CC2=O)cc1 (stereo not drawn)	-0.8%	-0.5	50	13.5%	-2.3%	15.8%	1.1	i	0.8%	2.0%
O=C(CNC(=O)c1ccccc1F)OCC(=O)N1CCCCC1	-1.0%	-1.6	63	13.6%	-7.4%	9.1%	1.1	i	0.2%	-0.7%
CCOC(=O)CSc1nc(N2CCOCC2)c2c(c1C#N)CC(C)(C)N(C)C2	3.8%	-1.0	78	-14.7%	-25.6%	-17.2%	1	i	-0.2%	-2.7%
COC(=O)c1cc(-c2ccc3c(c2)OCO3)nc2ccccc12	3.3%	0.2	42	3.8%	4.7%	20.1%	1.1	i	-0.2%	-0.6%
CS(=O)(=O)Nn1cnc2ccccc2c1=O	-1.3%	-1.6	47	5.1%	-6.0%	-10.6%	1	i	0.0%	1.1%
CCOC(=O)n1c(=O)[nH]c2ccc(Br)cc21	3.5%	0.1	46	-4.4%	-17.0%	-26.1%	1.1	i	-0.3%	-1.0%
C=C(C)COc1ccc2c(C)c(CCC(=O)NC3CC3)c(=O)oc2c1	11.0%	-0.6	41	26.5%	-5.1%	-15.0%	x	x	-0.1%	x
CNC(=O)c1ccc(-c2cc(C(F)(F)F)nn2C)s1	x	-0.6	46	-15.6%	-10.3%	19.6%	x	i	-0.1%	x
Cc1ccc2c(Cl)c(C(=O)NCCc3ccccc3)sc2c1	3.3%	3.1	54	-43.2%	-34.7%	-0.9%	0.9	i	-0.3%	5.7%
Cc1cc(=O)oc2cc(OCC(=O)OCC(=O)NC(=O)NC(C)C)ccc12	-10.4%	-0.6	25	7.1%	-16.4%	-0.2%	1.2	i	0.3%	-0.7%
Cc1ccc(NC(=O)Nc2nnc(CSCCOc3ccc(Cl)cc3)s2)cc1	-0.1%	1.8	57	-8.1%	-1.1%	-19.8%	1.2	i	-0.2%	-1.9%
COc1cccc(/C=C(\C#N)c2nc3ccccc3[nH]2)c1OCC(=O)O	0.0%	1.5	56	-1.4%	-39.3%	-8.1%	x	x	0.3%	x
Cc1ccsc1-c1n[nH]c(=S)n1C1CCCCC1	-1.0%	2.4	41	-9.2%	-25.5%	9.1%	1	i	-0.2%	0.7%
Nc1nc(-c2cccc(F)c2)cs1	x	0.4	48	-27.6%	-41.6%	-23.2%[20 µM]	1.1	i	-0.1%	0.0%
CCOC(=O)C1=C(CNC2CCCCC2)NC(=O)NC1c1cc(C)ccc1C (stereo not drawn)	4.1%	3.3	43	1.2%	-12.4%	-15.1%	0.9	i	0.0%	3.2%
CCOc1cccc(OCCCCN2CCOCC2)c1	-0.2%	-0.8	50	0.3%	-7.5%	-16.2%	1.1	i	0.2%	-1.6%
CCOc1cc(/C=C2/NC(=O)N(CC(=O)OC)C2=O)ccc1OC	3.5%	0.8	54	23.6%	-8.1%	12.7%	1.1	i	-0.2%	5.9%
CCOC(=O)C(=CNCC(=O)OC)C(=O)OCC	-2.9%	0.7	50	-1.8%	-20.0%	1.2%	1	i	-0.3%	-1.9%
N#Cc1cnn2c3c(cnc12)C(=O)N1CCc2ccccc2C1C3 (stereo not drawn)	-7.7%	0.0	116	15.0%	-3.7%	21.6%	1.1	i	-0.6%	0.2%
COc1cc2ccccc2cc1C(=O)NC(=S)Nc1cccc(C(=O)O)c1C	1.6%	2.9	61	-9.1%	-4.7%	-24.1%	x	i	-0.3%	x
CN(C)c1ccc(/C=C2\SC(=O)N(CCc3nnc(N)s3)C2=O)cc1	-3.7%	-2.0	78	11.6%	68.0%*	26.0%	x	i	-0.1%	x
Cc1ccc(S(=O)(=O)N2CCN(CC(=O)N(CC(C)C)c3c(N)n(CC(C)C)c(=O)[nH]c3=O)CC2)c(C)c1	-5.4%	-1.6	53	14.8%	-8.0%	7.5%	1	i	-0.4%	-1.7%
Cc1ccc(-n2c(SCC(=O)N/N=C/C=C/c3ccccc3[N+](=O)[O-])nc3ccccc3c2=O)cc1	1.0%	-0.5	42	18.3%	-21.1%	14.1%	1	i	-0.2%	-3.3%
CC(=O)C1=C(O)C(=O)N(Cc2ccccc2)C1c1ccc(Cl)cc1 (stereo not drawn)	-2.1%	0.4	97	19.9%	0.9%	-11.2%	x	x	0.4%	x
CCOC(=O)c1cn[nH]c1N	-2.1%	5.0	46	10.8%	20.4%	-4.4%	1.1	i	0.7%	-1.3%
O=C(Cn1c(=O)c2cccn2c2ccccc21)NCCc1ccc(Cl)cc1	37.9%	-0.8	50	15.3%	11.8%	-121.9%	x	x	-0.2%	x
COc1ccc(-c2[nH]ncc2CN(C)CCc2c(C)n[nH]c2C)c(F)c1	-3.3%	1.0	46	8.2%	-15.8%	-3.2%	0.8	i	-0.1%	-1.8%
CCOC(=O)N1CCN(C(=O)c2cc3cc(Br)ccc3oc2=O)CC1	3.7%	-3.2	66	-0.1%	-8.8%	21.5%	1.2	i	-0.1%	1.4%
COCCN=c1scc(-c2cccs2)n1/N=C(\C)c1ccco1	-3.9%	5.2	36	-28.6%	-27.1%	1.4%	0.9	i	0.2%	-0.5%
N#Cc1c(F)cccc1N1CCOCC1	8.1%	0.1	53	4.3%	11.7%	-134.7%	1	i	-0.1%	-3.1%
NS(=O)(=O)c1ccc(CCNC(=O)CN2CCCCCC2)cc1	-0.3%	0.8	53	14.8%	-35.5%	-12.4%	1	i	-0.2%	-0.8%
C[C@@H]1C[C@@H]2OC(=O)[C@]3(C)[C@H]2[C@@H](OC3(C)O)[C@]2(C)C(=O)C=C[C@H]12 (stereo partly drawn)	-3.6%	0.8	77	-42.0%	-7.5%	43.0%	x	i	-0.1%	x
CC1CCC2C(=O)N(c3ccc(NC4CCN(Cc5ccccc5)CC4)c([N+](=O)[O-])c3)C(=O)C2C1 (stereo not drawn)	x	8.3	64	12.6%	-11.8%	x	0.9	x	0.3%	0.5%
O=S(=O)(c1ccc(C2CCCCC2)cc1)N1CCN(c2ncccn2)CC1	-4.2%	4.4	50	-10.9%	-20.7%	24.4%	1.1	i	-0.1%	-0.7%
Cc1ccccc1S(=O)(=O)Cc1ccc(C(=O)NC2CCCC2)o1	2.0%	0.8	66	9.3%	16.5%	-7.1%	x	x	0.2%	x
COC(=O)c1nc(NC(=O)c2ccc(Br)cc2)n[nH]1	4.0%	0.1	59	17.6%	3.4%	18.2%	1.1	i	-0.2%	-0.1%
COc1ccc(-c2cc(-c3ccccc3)nc3ncnn23)cc1	-6.3%	2.9	55	1.2%	-7.2%	16.0%	1.1	i	0.1%	1.2%
COc1ccc(CN2C(=O)c3ccccc3C(/C=N/OCc3ccc(Cl)cc3)C2=O)cc1 (stereo not drawn)	-2.3%	2.6	71	7.6%	38.0%	-0.9%	1.1	i	0.0%	6.5%
CC1(C)CC(=O)C2=C(C1)N(N1CCOCC1)C(N)=C(C#N)C2c1cccs1 (stereo not drawn)	4.2%	-0.9	36	5.5%	-14.0%	-20.7%	1	i	-0.3%	-2.2%
Cc1ccc(S(=O)(=O)N2CC(C)N(C(=O)N3CCOCC3)C2C)cc1 (stereo not drawn)	-3.3%	0.4	43	19.6%	-9.1%	2.1%	x	x	0.7%	x
COc1ccc(/C(=N/Nc2ncnc3ccccc23)C(=O)O)cc1	6.4%	1.8	49	-17.4%	-38.3%	-27.6%	x	x	0.2%	x
O=C(N/N=C/c1ccc(OC(=O)c2ccco2)cc1)c1ccncc1	0.8%	1.6	59	5.7%	-18.8%	17.5%	x	x	-0.2%	x
O=C(C1CCCCC1)N1CCN(S(=O)(=O)c2cccc([N+](=O)[O-])c2)CC1	4.4%	-1.1	60	9.8%	-25.6%	-18.8%	x	x	-0.2%	x

Molecules shown so far containing a furan ring, fused or not, in the order listed:
SMILES	KOR beta-arrestin-1	NTR1 ag	NTR1 ag cell count 20 µM	NOD2 inhibition	NOD1 NF-kB reporter	KOR beta-arrestin-2	TNAP activation fold	Yfh1-off respiration	GPR55 beta-arrestin	ER stress rescue
C1=CC(c2cc3ccccc3o2)OC(CCc2ccccc2)C1 (stereo not drawn)	-0.4%	3.2	93	7.8%	-1.1%	-13.7%[20 µM]	x	x	-0.1%	x
COCCN=c1scc(-c2cccs2)n1/N=C(\C)c1ccco1	-3.9%	5.2	36	-28.6%	-27.1%	1.4%	0.9	i	0.2%	-0.5%
Cc1ccccc1S(=O)(=O)Cc1ccc(C(=O)NC2CCCC2)o1	2.0%	0.8	66	9.3%	16.5%	-7.1%	x	x	0.2%	x
O=C(N/N=C/c1ccc(OC(=O)c2ccco2)cc1)c1ccncc1	0.8%	1.6	59	5.7%	-18.8%	17.5%	x	x	-0.2%	x
